Screening data (PubChem)
TDP1 cell CPT: qHTS for Inhibitors of human tyrosyl-DNA phosphodiesterase 1 (TDP1): qHTS in cells in presence of CPT. hit rate 12% among 420,000. chicken DT40 Tdp1-/-;hTDP1 cells + 20 nM CPT, ATP luminescence, 48 h. AID 686979, 2013. Potency, µM (series often up to 46.2 µM), without a hit: at the top dose activity change, negative = growth inhibition, usual class: inhibitors; also: nearly all actives have a fitted effect of over 55% in size
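Cell growth measured by CellTiter-Glo luminescence after a minimum 48 h, 37 C compound exposure with 20 nM CPT in Tdp1-knockout DT40 cells stably expressing hTDP1, seeded 400/well; qHTS titration format.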
FEN1 inh: qHTS Assay for the Inhibitors of Human Flap endonuclease 1 (FEN1). P39748. Recombinant FEN1 flap cleavage, fluorescence, 15 min. Potency, µM (top dose mostly 114 µM), without a hit: top-dose activity change, negative = inhibition, actives largely listed as inhibitors. hit rate 0.35% among 390,000; also: nearly all actives have a fitted effect of over 65% in size
Target sequence (P39748 whole entry, looked up): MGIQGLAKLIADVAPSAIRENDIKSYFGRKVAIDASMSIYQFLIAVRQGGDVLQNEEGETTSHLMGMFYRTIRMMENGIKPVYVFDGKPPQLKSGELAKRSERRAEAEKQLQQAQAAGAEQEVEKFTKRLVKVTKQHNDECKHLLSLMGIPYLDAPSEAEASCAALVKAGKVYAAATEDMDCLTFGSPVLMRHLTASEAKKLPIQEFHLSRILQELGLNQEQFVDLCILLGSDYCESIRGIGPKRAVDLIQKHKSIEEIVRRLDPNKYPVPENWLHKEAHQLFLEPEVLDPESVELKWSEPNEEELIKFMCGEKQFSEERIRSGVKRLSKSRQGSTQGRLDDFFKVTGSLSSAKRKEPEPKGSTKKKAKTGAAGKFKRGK
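Quantitative HTS format: each compound was titrated, incubated with 10 nM nuclease for 15 min at room temperature, then challenged with flap substrate at 50 nM final. Signal change over 15 min gave concentration–effect curves.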
N370S GC mod: qHTS Assay for Inhibitors and Activators of N370S glucocerebrosidase as a Potential Chaperone Treatment of Gaucher Disease; Potency, µM (top dose mostly 59.4 µM), without a hit: at the highest dose activity change, negative = inhibition, usual class: inhibitors; hit rate 0.092% among 330,000; N370S GC spleen homogenate, 4MU-glucoside fluorescence; Lysosomal acid glucosylceramidase (Homo sapiens), P04062;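 also: 0% = full enzyme activity and -100% = no enzyme basal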
Numbers without * were called inactive; u = inconclusive; x = not tested or not shown; & = joins results of further samples. Calls follow the shape of the dose curve; as a rule, active = well fitted curve in the direction sought with a large enough effect; inconclusive = small, poorly fitted or top-dose-only effect, or another doubt; inactive = no such curve, though single readings can be large; an effect the other way counts as inactive or inconclusive. Unless noted, % is scaled to controls: 0 for no effect and ±100 for the full control effect; potency is read from the fitted curve at half-maximal effect.

Values run as follows: N370S GC mod	FEN1 inh	TDP1 cell CPT
1: O=C(COC(=O)CN1C(=O)C2CCCCC2C1=O)Nc1cc(S(=O)(=O)N2CCOCC2)ccc1Cl (stereo unspecified)
    6.3%	-1.6%	-11.8%
2: CCN(CC)S(=O)(=O)c1ccc(N(C)Cc2ccc(C(F)(F)F)cc2)nc1
    7.3%	u	u
3: Cc1ccc(N(C(=O)c2cnccn2)C(C(=O)NC2CCCCC2)c2ccc(O)cc2)cc1 (stereo unspecified)
    -5.4%	4.0%	-10.4%
4: O=C(CCOc1ccccc1)Nc1ccc(Br)cc1
    2.0%	-4.3%	-3.6%
5: COc1ccccc1/C=N/N1C(=O)C2C3C=CC(CC3)C2C1=O (stereo unspecified)
    -4.8%	1.0%	9.0%
6: O=C(O)/C(=C\c1cccs1)Sc1nnc(-c2ccc(F)cc2)o1
    -0.8%	-12.5%	-6.2%
7: CC(C)c1ccc(NC(=S)Nc2ccc(OC(F)(F)F)cc2)cc1
    2.5%	-5.9%	18.4µM*
8: CCc1ccc(NC(=O)c2sc(-n3nc(C)c(Cc4ccc5c(c4)OCO5)c3C)nc2C)cc1
    x	-5.2%	-2.7%
9: COc1ccc(NC(=O)N2CC3(CCN(C(=O)c4ccco4)CC3)C2)cc1
    8.8%	x	13.7%
10: Cc1sc(NC(=O)C2CCCCC2C(=O)O)c(C(N)=O)c1C (stereo unspecified)
    -0.3%	1.4%	-7.0%

Individual results from the entries so far:
Entry for #10 in N370S GC mod: -0.3%
Entry for #9 in N370S GC mod: 8.8%
Entry for #3 in TDP1 cell CPT: -10.4%

Structures above that have a thiophene ring, fused or not:
Values run as follows: N370S GC mod	FEN1 inh	TDP1 cell CPT
6: O=C(O)/C(=C\c1cccs1)Sc1nnc(-c2ccc(F)cc2)o1
    -0.8%	-12.5%	-6.2%
10: Cc1sc(NC(=O)C2CCCCC2C(=O)O)c(C(N)=O)c1C (stereo unspecified)
    -0.3%	1.4%	-7.0%

(continued)
Values run as follows: N370S GC mod	FEN1 inh	TDP1 cell CPT
11: Cc1nnc2n1NC(c1ccc(Cl)cc1)C(C(=O)N(C)C1CCCCC1)S2 (stereo unspecified)
    6.2%	-4.2%	9.4%
12: CCOCCCn1c(=NC(C)=O)c(C(=O)OCC)cc2c(=O)n3ccccc3nc21
    u	1.2%&17.6%	-4.2%&-3.3%
13: CCNc1c(NS(=O)(=O)c2ccc(OC)c(Cl)c2)c(=O)oc2ccccc12
    -3.3%	9.7%	u
14: COc1ccc(CN2C(=O)C(CC(C)C)Nc3ncnc(N4CCN(c5ccccn5)CC4)c32)cc1 (stereo unspecified)
    -5.9%	-0.1%	u
15: Cc1ccc(NC(=O)c2ccco2)c(NC(=O)Cc2cccs2)c1
    5.5%	-10.5%	-1.4%
16: Brc1ccc(-c2csc(-c3c[nH]c4ccccc34)n2)cc1
    4.8%	-20.8%	u
17: Cc1cccc(NS(=O)(=O)c2ccc(C)c(C(=O)NNC(=O)c3csc(N4CCOCC4)n3)c2)c1
    x	-17.4%	1.5%
18: COc1ccc(OCc2cc(C(=O)N(Cc3nccn3C)C(C)C)no2)c2ccccc12
    -20.7%	-6.1%	20.6µM*
19: COc1ccccc1N(C)S(=O)(=O)c1ccc(C(=O)Nc2nc(C)c(C(C)=O)s2)cc1
    x	-10.7%	u
20: O=C(COC(=O)C12CC3CC(CC(Br)(C3)C1)C2)Nc1cccnc1Cl
    -11.8%	-11.6%	u
21: Cc1ccccc1Nc1nnc(SCC(=O)NCc2cccs2)s1
    3.8%	-8.2%	0.2%
22: Cc1cc(NC(=O)C(C)Oc2ccc(Cl)cc2Cl)no1 (stereo unspecified)
    1.3%	14.8%	-4.5%
23: COc1ccc(N(CC(=O)NCc2ccco2)C(=O)CCC(=O)Nc2ccccn2)cc1
    -0.1%	0.4%	-6.7%
24: COc1cc(OC)c(OC)cc1/C=C/c1nc2cc3ccccc3cc2c(=O)n1-c1ccccc1Br
    x	13.2%	u
25: O=C(CN1C2CCCC1CC(NC(=O)C1CCCCC1)C2)Nc1ccccc1 (stereo unspecified)
    -2.4%	-1.7%	14.6µM*
26: COc1cc(/C=N/NC(=O)c2cc(C34CC5CC(CC(C5)C3)C4)[nH]n2)ccc1O
    -6.5%	-22.6%	u
27: CN(C)S(=O)(=O)c1cccc(NC(=O)CCc2nc3cc(S(=O)(=O)N4CCOCC4)ccc3n2C)c1
    -1.9%	0.3%	u
28: COc1cc(NC(=O)Cc2ccccc2)ccc1NC(=O)Cc1ccccc1
    2.1%	18.9%	0.7%
29: COc1ccc(C(=O)CSc2nnn(-c3cccc(NC(C)=O)c3)n2)cc1
    -2.9%	-19.2%	u
30: COc1ccc(OC)c(S(=O)(=O)NCC(=O)O)c1
    -1.5%	-9.3%	9.6%
31: COC(=O)COc1ccc(S(=O)(=O)NCc2ccc3c(c2)OCO3)cc1
    0.5%	14.4%	5.2%
32: O=C1COc2ccc(C(=O)COC(=O)CNC(=O)c3ccccc3)cc2N1
    -1.9%	-0.3%	0.4%
33: CCOC(=O)c1cnc2c(C)c(Cl)ccc2c1Nc1ccc(N2CCOCC2)cc1
    x	-4.2%	u
34: Cc1cc(=O)n2c(C)n[nH]c2n1
    2.5%	-2.6%	-3.3%
35: CCCCC[C@H]1CN(Cc2ccccc2)C(=O)[C@@H]1CC(=O)NCc1ccccc1
    -0.4%	-24.7%&-21.7%	11.2µM*
36: CC(C)C(=O)Nc1nnc(SCC(=O)NCc2ccc3c(c2)OCO3)s1
    3.2%	1.6%	2.3%
37: CCCCN(C)c1c(N2CCC(C(=O)OCC)CC2)c(=O)c1=O
    -2.9%	-6.4%	17.7%
38: Cc1onc(-c2c(F)cccc2Cl)c1C(=O)OCC(=O)Nc1cccc(S(=O)(=O)N(C)C)c1
    x	9.6%	u
39: CCCn1c(N)c(N(CCOC)C(=O)c2cc3c(s2)CCC(CC)C3)c(=O)[nH]c1=O (stereo unspecified)
    x	-0.3%	0.3%
40: CC(=O)NC(Cc1ccccc1)C(=O)OCC(=O)c1ccc(Cl)cc1 (stereo unspecified)
    -1.2%	-13.4%	3.0%
41: COc1nnc(-c2ccc(N3CCCCC3)c(NC(=O)c3ccc(Cl)cc3)c2)c2ccccc12
    x	14.4%	-16.5%
42: CCn1c(SCC(=O)Nc2nccc(C)n2)nc2ccccc21
    4.7%	2.5%	-11.1%
43: COc1cc(/C=N/NC(=S)NCc2ccccc2)ccc1OCC#N
    u	-2.8%	20.6µM*
44: Cc1nc(Nc2ccccc2)sc1-c1ccccc1
    11.8%	-22.5%	u
45: CC(=O)c1ccc(NC(=O)c2ccc(C)c(S(=O)(=O)N3CCOCC3)c2)cc1
    -18.1%	-5.5%	1.4%
46: O=C1C(Cl)=C(Nc2ccccc2O)C(=O)N1CCc1ccccc1
    2.3%	-8.9%	-46.1%
47: Cc1cc(=O)cc(C)n1-c1ccccc1N
    1.1%	1.7%	10.4%
48: CN(C)CCOC(=O)C12CC3CC(CC(C3)C1)C2
    0.7%	12.2%	-2.2%
49: COc1ccccc1N1CCN(C(=O)Cn2c(=O)nc(-c3ccccc3)c3ccccc32)CC1
    x	7.0%	u
50: CC(=O)N1Cc2ccccc2C(C)CC12CCCC2 (stereo unspecified)
    18.8%	3.3%	u
51: Cc1cccc(Oc2ccc(NS(=O)(=O)c3ccc(C)c(C(=O)O)c3)cc2)c1
    x	18.1%	-18.1%
52: COC1(OC)C(/C=C/c2ccc(C)cc2)C(C#N)(C#N)C1(OC)OC (stereo unspecified)
    x	-4.8%	u
53: CC1Cc2nc(SCC(=O)Nc3nccs3)n(Cc3ccccc3)c(=O)c2S1 (stereo unspecified)
    u	2.0%	20.6µM*
54: O=C1/C(=C\c2cccs2)N=C(c2cccs2)N1Nc1ccccc1
    u	-15.1%	-4.4%
55: Cc1ccc2[nH]cc(C(O)c3c[nH]c4ccc(C)cc34)c2c1
    x	-14.3%	u
56: Cc1ccc(-n2c(SCC(=O)Nc3ccc4c(c3)OCCO4)nc3c([nH]c4ccccc43)c2=O)cc1
    x	-9.1%	u
57: CC1=C(CC(=O)c2ccc(Cl)cc2)C(=O)c2ccccc2C1=O
    -18.9%	-6.5%	23.1µM*
58: CC(Sc1ccc(Cl)cc1)C(=O)NNC(=O)c1csc(N2CCOCC2)n1 (stereo unspecified)
    -11.3%	3.5%	-8.0%
59: OCCC1CN(C/C(Cl)=C/c2ccccc2)CCN1C1CCCC1 (stereo unspecified)
    -12.4%	0.1%	5.1%
60: CC(C)COc1ccc(C(=O)Nc2cccc(-c3nc4ccccc4[nH]3)c2)cc1
    x	-16.2%	18.4µM*

A second format for part of the listing above.
item | mol | N370S GC mod | FEN1 inh | TDP1 cell CPT
54 | O=C1/C(=C\c2cccs2)N=C(c2cccs2)N1Nc1ccccc1 | u | -15.1% | -4.4%
55 | Cc1ccc2[nH]cc(C(O)c3c[nH]c4ccc(C)cc34)c2c1 | x | -14.3% | u
56 | Cc1ccc(-n2c(SCC(=O)Nc3ccc4c(c3)OCCO4)nc3c([nH]c4ccccc43)c2=O)cc1 | x | -9.1% | u

Other structures follow:
Values run as follows: N370S GC mod	FEN1 inh	TDP1 cell CPT
61: Cc1cc(C2C(=O)CC(=O)CC2c2ccccc2)on1 (stereo unspecified)
    -4.1%	5.4%	2.5%
62: COc1ccccc1CC(=O)Nc1ccc2nc(Nc3cccc(Cl)c3)cc(C)c2c1
    x	11.1%	20.6µM*
63: COc1ccc(NC(=O)CC2C(=O)N(c3ccccc3)C(=O)N2CCc2cccs2)cc1 (stereo unspecified)
    -13.8%	-7.5%	-20.9%
64: COc1ccc(CNC(=O)COc2ccc(S(=O)(=O)N3CCOCC3)cc2C)cc1
    -13.2%	0.5%	-12.9%
65: Clc1ccc(-c2noc3ncnc(NCCc4ccccc4)c23)cc1
    x	0.6%	u
66: CCc1ccccc1-n1c(N)c(C(=O)OC)c2nc3ccccc3nc21
    x	-16.9%	-18.6%
67: CN1CCN(c2oc(-c3ccc(COc4ccc(Cl)cc4)o3)nc2C#N)CC1
    x	-18.9%	u
68: S=C(Nc1ccc2c(c1)OCO2)Nc1ccccc1Cl
    -6.0%	-14.1%	-2.6%
69: COc1cccc(-n2c(=O)c3sccc3n(CC(=O)NC3CCCC3)c2=O)c1
    0.0%	1.4%	-7.0%
70: O=C(CSCc1cnn(-c2ccccc2)c1-n1cccc1)NCc1ccccc1F
    x	12.1%	u

Next section; it opens with the 7 that closed the last part.
Values run as follows: N370S GC mod	FEN1 inh	TDP1 cell CPT
64: COc1ccc(CNC(=O)COc2ccc(S(=O)(=O)N3CCOCC3)cc2C)cc1
    -13.2%	0.5%	-12.9%
65: Clc1ccc(-c2noc3ncnc(NCCc4ccccc4)c23)cc1
    x	0.6%	u
66: CCc1ccccc1-n1c(N)c(C(=O)OC)c2nc3ccccc3nc21
    x	-16.9%	-18.6%
67: CN1CCN(c2oc(-c3ccc(COc4ccc(Cl)cc4)o3)nc2C#N)CC1
    x	-18.9%	u
68: S=C(Nc1ccc2c(c1)OCO2)Nc1ccccc1Cl
    -6.0%	-14.1%	-2.6%
69: COc1cccc(-n2c(=O)c3sccc3n(CC(=O)NC3CCCC3)c2=O)c1
    0.0%	1.4%	-7.0%
70: O=C(CSCc1cnn(-c2ccccc2)c1-n1cccc1)NCc1ccccc1F
    x	12.1%	u
71: Cc1ccc(S(=O)(=O)c2c(Nc3ccc(C)c(C)c3)sc(C(=O)c3ccc4c(c3)OCO4)c2N)cc1
    x	-5.8%	u
72: O=C(Nc1cc(SCCO)cc([N+](=O)[O-])c1)c1ccc(Br)o1
    4.1%	u	u
73: Cc1cccc(-n2c(SCC(=O)N(C)C3CCS(=O)(=O)C3)nc3ccccc3c2=O)c1C (stereo unspecified)
    -6.4%	-7.6%	u
74: COC(=O)c1cccc2c1-c1ccccc1/C2=N\NC(N)=O
    -17.4%	-17.2%	u
75: CC(C)C(=O)Nc1ccc(C(=O)Nc2ccc(S(=O)(=O)N3CCOCC3)cc2)cc1
    -6.0%	-15.9%	-20.5%
76: COc1cccc(CC(NC(C)=O)C(=O)NC2CCN(c3nnnn3-c3ccccc3)CC2)c1OC (stereo unspecified)
    13.1%	-2.7%	2.5%
77: CCOC(=O)CSc1nnc(CNC(=O)c2ccco2)n1-c1ccc(F)cc1
    14.0%	-7.8%	0.7%
78: Cc1ccc(C(=O)Nc2ccccc2F)cc1S(=O)(=O)N1CCOCC1
    x	10.4%	-22.7%
79: CCOc1ccccc1N(CC(=O)N1CCOCC1)S(=O)(=O)c1ccccc1
    6.7%	3.2%	-6.5%

Some of the compounds tested; the hit share may differ from the screen's.
